# BRCA1 expr up – activators of BRCA1 expression | Potency, µM (series often up to 46.1 µM), for the others: at the highest dose activation, most hits filed as activators | MCF7-BRCA1-FFLuc reporter, luminescence, 48 h; response scale: scaled: vehicle 0%, 10 µM genistein 100% | 1.1% of 380,000 active; further: potency means the concentration at half of the fitted maximal effect; nearly all actives have a fitted effect of over 80% in size; some results filed as inactive show a strong effect at the top dose
#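 Cells: MCF7-BRCA1-FFLuc, 2000/well. Exposure: 48 h, 37 °C, 5% CO2. Read: luminescence, 15 min post-substrate. Controls: genistein 10 microM (maximal activation), DMSO (neutral).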
# p53 reactivation – mutant p53 re-activation in reporter cells; 0.063% of 320,000 active; H1299 p53-A138V BP100-luciferase reporter, luminescence, 24 h; Potency, µM (doses to about 92.2 µM), without a hit: at the highest dose activity change, positive = activation, most hits filed as activators; AID 504706; further: potency means the concentration at half of the fitted maximal effect; % of control where 0% means no effect; nearly all actives have a fitted effect of over 45% in size
#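 p53-null H1299 cells stably carrying temperature-sensitive p53-A138V and a BP100-luciferase reporter were pinned with compounds (4-point, 1:5 series) and held 24 hrs at 37 deg C. Luminescence was read 10 min after detection reagent.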
# B2AR arrestin – agonists driving beta-arrestin recruitment to human beta2-adrenergic receptor; P07550; beta-arrestin recruitment to beta2AR, cell-based reporter; Potency, µM (top dose mostly 46.1 µM), without a hit: at the top dose activation, hits mostly activators; 0.02% of 330,000 active;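 further: potency means the concentration at half of the fitted maximal effect; 0% = DMSO controls and full agonism = EC100 isoproterenol or metaproterenol; nearly all actives have a fitted effect of over 65% in size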
# Eya2 inh – blocks the phosphatase activity of human Eya2; O00167; recombinant Eya2, OMFP fluorescence dephosphorylation (OMFP is methylfluorescein phosphate); Potency, µM (series often up to 76.9 µM), for inactives: top-dose activity, negative = inhibition, most hits filed as inhibitors; 0.006% of 330,000 active; AID 488837; further: potency means the concentration at half of the fitted maximal effect; on the % scale 0 is the no-effect control and ±100 the full control effect
#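 Eya2 (0.2 uM) preincubated 10 min at ambient with compound, then OMFP substrate added at 50 uM; 10 min reaction in 50 mM HEPES pH 7.5, 50 mM NaCl, 5 uM MgCl2, 0.05% BSA, 1 mM DTT. Fluorescence read at Ex 485/Em 525 nm.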
# USP2a block – USP2a (human) protease inhibition; O75604; USP2 core, Ub-CHOP2 coupled fluorogenic reporter, 485/531; Potency, µM (titrated, usually from 38.3 µM), for inactives: at the highest dose activity change, negative = inhibition, actives largely listed as inhibitors; 0.01% of 330,000 active; AID 463254;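 further: potency means the concentration at half of the fitted maximal effect; plate controls were DMSO wells for no effect and full inhibition by NEM control for full effect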
#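 Cell-free coupled assay: 10nM USP2 core preincubated 30min RT with compound in Tris-HCl pH 8.0/CaCl2/CHAPS buffer, then 25nM Ub-CHOP2 and 25nM reporter substrate; fluorescence (Ex 485/Em 531) read after 60min RT, normalized to NEM inhibition, concentration-response curves fitted.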
# S-ASM inh – human S-ASM enzyme inhibition; Potency, µM (series often up to 57.5 µM), without a hit: at the highest dose activity change, negative = inhibition, usual class: inhibitors; P17405; AID 504937; placental ASM, HMU-PC fluorogenic substrate, 60 min; 0.006% of 340,000 active; further: potency means the concentration at half of the fitted maximal effect
#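 Fluorogenic HMU-PC substrate (9 uM final) is turned over by placental ASM in 60 min at 37 C after a 10 min compound preincubation. Reaction ended by alkaline stop (pH 10), with fluorescence read at 386/447 nm.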
# uPA surface inh – inhibitors of cell surface uPA generation; 0.31% of 330,000 active; Potency, µM (series often up to 38.3 µM), for the others: top-dose activity change, negative = inhibition, actives largely listed as inhibitors; AID 540303; cell surface uPA generation assay, qHTS; active means well fitted inhibition curve with a large enough effect; inconclusive means small, poorly fitted or top-dose-only effect; inactive means no such curve, though single readings can be large or run the other way; tested in mouse RAW 264.7 cells; further: potency means the concentration at half of the fitted maximal effect; on the % scale 0 is the no-effect control and ±100 the full control effect; nearly all actives have a fitted effect of over 55% in size
# Integrin act MD – integrin-mediated muscular dystrophy alleviation activation | alpha7betagal myoblasts, beta-gal FDG fluorescence, 48 h | Potency, µM (doses to about 38.3 µM), inactives show top-dose activation, most hits filed as activators | 0.064% of 350,000 active;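 further: potency means the concentration at half of the fitted maximal effect; 100% = response of the positive control SU9516; nearly all actives have a fitted effect of over 60% in size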
#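 Alpha7betagal+/- myoblasts (passage 13) were plated 16-24 hr, then exposed to compounds (1:260 dilution of DMSO stock) for 48 hours at 37C. After MPER lysis, β-galactosidase reporter activity was read as FDG fluorescence (ex 480/em 540) after 30 minutes.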
# ELG1 genotox – induces genotoxicity in HEK293T cells with luciferase-tagged ELG1; AID 504466; 1.3% of 330,000 active; Potency, µM (titrated, usually from 46 µM), for inactives: at the highest dose activity change, positive = activation, usual class: activators; HEK293T ELG1-luciferase reporter, luminescence, 16 h; further: potency means the concentration at half of the fitted maximal effect; % of control where 0% means no effect; nearly all actives have a fitted effect of over 60% in size
#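 Step 1: seed 2,000 HEK293T ELG1-luciferase cells per well. Step 2: add compound or DMSO, incubate 16 hr at 37 °C. Step 3: ONE-Glo, 30 min at room temperature, read luminescence.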
# TSG101-PTAP inh – blocks PTAP/TSG101 interaction to inhibit HIV-1 budding; Fluorescence polarization, FITC-PTAP peptide / Tsg101 binding; 340,000 tested, under 10 active; Q99816; Potency, µM (doses to about 115 µM), inactives show at the top dose activity change, negative = inhibition, most hits filed as inhibitors; active means well fitted inhibition curve with a large enough effect in the main read-out, with a control signal flat, not every such curve was filed as active; inconclusive means small, poorly fitted or top-dose-only effect, or effect the other way, or a change in a side signal; inactive means no such curve, though single readings can be large or run the other way; further: potency means the concentration at half of the fitted maximal effect; % of control where 0% means no effect
#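 Steps: Tsg101 binding domain dispensed (10 uM final), compounds pinned in DMSO, FITC-labeled PTAP-motif peptide added (50 nM final); after 20 min binding at room temperature, polarization measured.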
# TRPV1 ag – agonists of human vanilloid receptor 1 (TRPV1) | Q8NER1 | TRPV1-expressing cells, Fluo-8 calcium influx, agonist mode | activation, % at 8.33 µM | 0.19% of 320,000 active | AID 540275; in the data active means activation above about 80%; inconclusive means between about 30% and that limit; further: 0% is about no effect
# Target sequence (Q8NER1 whole entry, looked up): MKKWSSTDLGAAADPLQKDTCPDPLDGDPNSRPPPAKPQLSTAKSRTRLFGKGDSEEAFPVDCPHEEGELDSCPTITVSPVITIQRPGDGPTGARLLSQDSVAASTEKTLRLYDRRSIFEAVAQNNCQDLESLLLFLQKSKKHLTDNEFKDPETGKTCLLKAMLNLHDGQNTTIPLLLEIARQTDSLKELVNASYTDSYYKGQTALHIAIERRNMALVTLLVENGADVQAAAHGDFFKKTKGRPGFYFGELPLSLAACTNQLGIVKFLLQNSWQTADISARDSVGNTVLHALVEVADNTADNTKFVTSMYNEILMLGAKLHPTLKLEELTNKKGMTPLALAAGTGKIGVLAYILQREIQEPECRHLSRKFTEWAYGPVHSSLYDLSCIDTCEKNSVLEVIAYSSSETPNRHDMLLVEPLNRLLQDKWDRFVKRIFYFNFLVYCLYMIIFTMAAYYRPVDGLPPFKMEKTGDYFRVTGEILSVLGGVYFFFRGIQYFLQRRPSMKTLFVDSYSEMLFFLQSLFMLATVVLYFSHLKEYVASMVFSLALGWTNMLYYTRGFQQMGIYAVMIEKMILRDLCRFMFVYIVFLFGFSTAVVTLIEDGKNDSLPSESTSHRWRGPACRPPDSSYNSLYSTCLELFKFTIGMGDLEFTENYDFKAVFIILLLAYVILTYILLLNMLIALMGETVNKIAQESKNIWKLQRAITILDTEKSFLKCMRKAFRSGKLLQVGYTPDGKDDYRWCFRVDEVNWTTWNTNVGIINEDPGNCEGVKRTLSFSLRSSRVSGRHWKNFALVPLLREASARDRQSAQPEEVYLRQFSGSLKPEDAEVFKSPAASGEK
#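 Cells expressing TRPV1 were dye-loaded with Fluo-8 and read kinetically: 10 s baseline, 3 min after compound (agonist portion), then 2 min after EC20 capsaicin (allosteric enhancer portion). Calcium-bound dye fluorescence at 480/520 nm.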
# Numbers without * were called inactive; ? = inconclusive; nt = no result given; [ ] = remark or other dose. Unless noted, the call rests on the fitted dose curve; in most records, active means well fitted curve in the direction sought with a large enough effect; inconclusive means small, poorly fitted or top-dose-only effect, or another doubt; inactive means no such curve, though single readings can be large; an effect the other way counts as inactive or inconclusive.
# Below each SMILES – BRCA1 expr up	ELG1 genotox	TRPV1 ag	Integrin act MD	TSG101-PTAP inh	uPA surface inh	B2AR arrestin	Eya2 inh	p53 reactivation	S-ASM inh	USP2a block
> COc1ccc(S(=O)(=O)c2ccc(OC)cc2)cc1
    13.6%	3.6%	-0.8	0.1%	-4.6%	-2.6%	-0.1%	2.1%	-4.0%	9.2%	2.8%
> Cc1csc(NC(=O)c2cc3c(s2)CCC3)n1
    ?	?	?	8.1%	-1.8%	-8.0%	-0.2%	-3.0%	nt	8.0%	3.5%
> CCc1noc(C)c1C(=O)N(CC)c1nc2c(C)cccc2s1
    -17.1%	-4.6%	3.7	9.8%	0.4%	-1.3%	0.1%	3.5%	-2.2%	-6.8%	-2.0%
> COCCCNC(=O)Cn1ncc2c(=O)oc3ccccc3c21
    2.4%	2.2%	-0.2	-2.8%	-4.9%	-2.3%	0.4%	4.5%	0.0%	1.5%	0.1%
> O=C(NC(Cc1c[nH]c2ccccc12)C(=O)O)c1ccccc1 (stereo unspecified)
    -0.7%[1.84 µM]	4.7%	4.1	-4.2%	-6.2%	6.6%	-0.3%	4.1%	-1.1%	0.3%	1.4%
> Cc1ccc(-c2csc(N3CCC(NS(=O)(=O)c4ccc5c(c4)OCCO5)CC3)n2)cc1
    -57.1%	-8.3%	0.7	-16.8%	-5.6%	-7.2%	-0.3%	5.6%	-6.7%	-12.7%	-1.8%
> CC(=O)C1=CN(Cc2ccccc2)CCC1=O
    -9.2%	nt	nt	-31.3%	-6.0%	-7.2%	nt	nt	nt	4.9%	nt
> Cc1cc(N)n(-c2ccc(C(=O)O)cc2)n1
    51.2%	6.5%	2.0	2.3%	0.4%	5.1%	0.2%	3.4%	4.9%	-2.9%	12.3%
> Cc1ncoc1C(=O)N1CCCC(C(=O)c2ccc(C(F)(F)F)cc2)C1 (stereo unspecified)
    93.4%	-1.1%	4.2	0.4%	-2.0%	-1.4%	0.4%	4.7%	2.9%	1.8%	-0.1%
> CC(C)(C)OC(=O)NCC1CCC(C(=O)NC[C@H](CC(=O)O)c2ccc(Cl)cc2)CC1 (stereo partly specified)
    2.5%	-3.5%	-0.9	42.4%	-9.4%	-7.7%	-1.0%	-10.9%	2.7%	-0.7%	1.8%
> Cc1ccc(-n2ncc3c(NCC4CCCO4)ncnc32)c(C)c1 (stereo unspecified)
    10.0%	-5.3%	nt	1.4%	-2.8%	-1.3%	0.1%	-4.1%	1.0%	-3.1%	-1.1%
> CCc1cc2c(=O)oc(-c3ccc(F)cc3)nc2s1
    0.0%	1.2%	0.5	?	-7.5%	-25.9%	-0.6%	-6.9%	-1.5%	4.0%	-0.6%
> O=C(O)CC(Cc1ccccc1)(C(=O)O)c1ccccc1 (stereo unspecified)
    0.0%	-3.0%	-1.8	-23.7%	-7.8%	12.2%	-0.7%	9.5%	6.8%	2.8%	1.4%
> CCCCc1nnc(NC(=O)C(C)Sc2nc(N)cc(=O)[nH]2)s1 (stereo unspecified)
    4.5%	0.1%	1.6	-2.6%[7.66 µM]	-7.8%	nt	0.1%	15.7%	-0.6%	5.0%	4.7%
> NNC(=O)/C(=C\c1ccco1)NC(=O)c1ccco1
    -34.5%	-0.9%	0.8	-41.9%	0.0%	?	0.4%	-3.4%	2.0%	1.3%	-1.2%
> CC1CC(C)CN(CCCNC(=O)Cn2ncc3c(=O)oc4ccccc4c32)C1 (stereo unspecified)
    -2.5%	0.3%	-3.4	-2.0%	-4.3%	-0.8%	-0.1%	8.0%	-1.3%	1.2%	0.4%
> CC1CCc2nn(CC(=O)N3CCN(C(=O)c4ccco4)CC3)cc2C1 (stereo unspecified)
    5.3%	1.0%	0.3	21.9%	-2.7%	1.5%	-0.6%	-9.8%	-4.1%	1.6%	0.6%
> COc1cccc(N(CC(=O)Nc2cccnc2)S(C)(=O)=O)c1
    -23.5%	2.3%	0.8	-9.7%	-7.2%	2.0%	-0.2%	-2.0%	17.9%	0.8%	3.2%
> O=C1c2ccccc2C(=O)N1CCCCN(C(=O)c1cc([N+](=O)[O-])ccc1Cl)c1ccc(Cl)cc1
    -16.0%	-12.6%	-1.3	10.6%	-2.3%	3.0%	-0.8%	-3.2%	-7.9%	nt	-1.3%
> Cc1ccc(NCCN(C)C)c2c(=O)c3cc(O)ccc3sc12
    -84.8%[inhibitor]	nt	nt	-52.1%[inhibitor]	-1.4%	-10.4%	nt	nt	nt	?	nt
> Cc1ccc(S(=O)(=O)Nc2cc(C(=O)O)ccc2N2CCCCC2)cc1
    -27.3%	-1.4%	-2.9	27.5%	-2.0%	nt	-0.7%	-7.0%	?	0.1%	2.9%
> O=C(O)CSc1nnc(CSc2nc3ccccc3s2)n1-c1ccccc1
    -18.0%	-1.9%	1.3	-7.1%	-2.1%	-0.1%	0.2%	6.0%	0.0%	-2.2%	6.9%
> CCOC(=O)c1cnn(-c2ccccn2)c1N
    100.7%	?	0.2	-10.9%	-2.0%	-1.5%	-0.1%	3.0%	?	2.9%	-1.0%
> CN(CC(=O)Nc1ccc(Cl)c(C(F)(F)F)c1)C(=O)c1ccccc1SCC(=O)N1CCCC1
    -7.5%	nt	nt	31.0%	-3.4%	-21.3%	nt	nt	nt	-4.9%	nt
> C#CCN1N=C(c2ccc(C)cc2)CSC1=O
    11.9%	nt	nt	43.7%	-3.3%	-4.0%	nt	nt	nt	-1.0%	nt
> CCOc1cc(C(=O)NCCN2C(=O)S/C(=C\c3cccnc3)C2=O)cc(OCC)c1OCC
    24.8%	-9.9%	3.1	0.0%	0.8%	0.4%	-1.2%	2.3%	-6.2%	-0.2%	-1.0%
> COC(=O)c1c(S(N)(=O)=O)c2ccccc2n1C
    -19.1%	-0.3%	1.9	9.4%	-8.8%	0.4%	-0.1%	1.6%	-3.2%	2.2%	-1.6%
> Cc1ccc(Cl)cc1N1CCN(S(=O)(=O)c2ccc3c(c2)CC(=O)N3C)CC1
    6.2%	-2.9%	-2.1	-4.0%	-1.5%	10.4%	-0.1%	8.3%	-1.5%	-8.4%	1.3%
> CCC(NC(=O)C1CCCC1)c1ccc(C)cc1 (stereo unspecified)
    0.0%	-5.0%	2.1	12.1%	0.8%	-7.7%	-0.1%	-1.6%	12.0%	0.1%	-0.9%
> CCC(=O)Nc1ccccc1Nc1cc(C#N)c(C#N)cc1[N+](=O)[O-]
    -40.2%	-0.1%	-2.2	-27.2%	-5.7%	-5.1%	-1.8%	10.5%	4.7%	-4.9%	1.1%
> O=C(N/N=C/c1cc2c(cc1Br)OCO2)c1ccccn1
    7.94µM*	?	17.2	11.8%	1.5%	-1.9%	0.2%	6.6%	-5.5%	3.0%	-0.1%
> CCCNCc1cc(OCC)c(OCC(=O)Nc2ccccc2)cc1Br
    -4.0%	-1.6%	3.1	-15.4%	-0.1%	?	3.5%	4.8%	-2.6%	1.6%	2.0%
> O=C(O)CN1C(=O)/C(=C/c2ccccc2Br)Oc2ccccc21
    -29.2%	-1.3%	-1.1	44.5%	-12.7%	-19.8%	-0.3%	7.5%	3.4%	72.7%	2.4%
> O=C(OC1CCOC1=O)c1ccc(-c2nc3ccccc3s2)s1 (stereo unspecified)
    74.6%	?	-1.9	9.8%	-0.1%	-6.2%	-0.8%	-34.3%	23.5%	100.5%[activator]	4.0%
> COC(=O)CN(C(=S)Nc1ccc(F)cc1)C1CC(=O)N(c2ccc(OC)cc2)C1=O (stereo unspecified)
    5.2%	1.6%	3.9	11.8%	-0.7%	5.4%	-0.5%	-13.3%	1.9%	-5.6%	-0.5%
> O=C(N1CCN(CCO)CC1)N1c2ccccc2CCc2ccccc21
    13.1%	0.3%	0.4	-5.2%	0.4%	0.2%	-0.8%	25.6%	-3.4%	3.1%	1.6%
> COC(=O)C1=C(C(=O)OC)[C@@H]2N(C)c3ccc(OC)cc3[C@@]23C[C@@H](C(=O)OC)N(C(=O)c2cccs2)C3=N1
    7.5%	-4.2%	21.0	0.6%	-2.9%	-4.7%	0.1%	8.5%	nt	2.1%	1.4%
> COc1cc(NC(=S)NCCN2CCOCC2)cc(OC)c1OC
    11.8%	3.4%	-1.1	1.3%	-9.1%	?	-0.6%	-7.4%	0.2%	-2.7%	0.3%
> CCOc1ccc(NS(=O)(=O)c2cc(C(=O)NCCCN3CCOCC3)ccc2C)cc1
    59.0%	-2.8%	-4.3	13.3%	-7.3%	4.6%	-0.4%	21.8%	3.8%	8.5%	3.6%

# Screening data deposited in PubChem BioAssay by National Center for Advancing Translational Sciences (NCATS).
